Bioassay records: PubChem BioAssay, National Center for Advancing Translational Sciences (NCATS)
mIDH1 inhibitor – human IDH1 R132H inhibition | O75874 | IDH1-R132H enzyme, NADPH consumption, diaphorase/resazurin fluorescence | hit rate 0.093% among 390,000 | Potency, µM (top dose mostly 76.6 µM), for the others: at the highest dose activity change, negative = inhibition, usual class: inhibitors | AID 602179; further: on the % scale 0 is the no-effect control and ±100 the full control effect; nearly all actives have a fitted effect of over 65% in size
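IDH1-R132H (0.5 ug/mL dispensed) in pH 7.5 Tris buffer was preincubated 30 min with compound, then given a substrate mix of 0.016 mM NADPH and 2 mM alpha-KG for 80 min at room temperature; remaining NADPH was read by diaphorase/resazurin fluorescence.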
USP1 inh – inhibitors of human USP1/UAF1 deubiquitinase; hit rate 0.23% among 390,000; O94782; recombinant USP1/UAF1, Ub-Rhodamine cleavage fluorescence; Potency, µM (highest dose often 57.1 µM), inactives show at the highest dose activity change, negative = inhibition, usual class: inhibitors; further: on the % scale 0 is the no-effect control and ±100 the full control effect; nearly all actives have a fitted effect of over 60% in size; inactives centre near -12
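High-throughput fluorogenic screen: 1nM USP1/UAF1 complex, Ub-Rho substrate 150nM final, 50mM HEPES pH 7.8 with 0.5mM EDTA, 0.1 mg/ml BSA, 1mM TCEP and 0.01% Tween-20.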
Vif-APOBEC3G blk – blocks the Vif interaction with human APOBEC3G. HeLa A3G-eYFP + Vif (tagged APOBEC3G with the HIV-1 protein that degrades it), YFP fluorescence, overnight. Potency, µM (highest dose often 46.1 µM), inactives show top-dose activity, negative = active, most hits filed as inhibitors. hit rate 0.076% among 410,000. AID 602310;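 further: on the % scale 0 is the no-effect control and ±100 the full control effect; nearly all actives have a fitted effect of over 60% in size; hits raise eYFP signal because A3G escapes Vif-driven loss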
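HeLa cells stably expressing Vif and C-terminally eYFP-tagged A3G, seeded overnight at 37 deg C, then exposed to compound by pintool overnight at 37 deg C. Rise in yellow fluorescence (Ex 488/Em 500-530, Acumen) marks blocked Vif-driven A3G degradation.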
RXFP1 ag – activates the human relaxin receptor RXFP1. Potency, µM (series often up to 57.5 µM), without a hit: top-dose activation, hits mostly activators. AID 2676. HEK293T-RXFP1 cAMP TR-FRET, 30 min; response scale: percent of porcine relaxin response, buffer zero. hit rate 0.3% among 370,000; further: on the % scale 0 is the no-effect control and ±100 the full control effect; nearly all actives have a fitted effect of over 60% in size; many of its hits are not listed in these tables
Target sequence (Q9HBX9 whole entry, looked up): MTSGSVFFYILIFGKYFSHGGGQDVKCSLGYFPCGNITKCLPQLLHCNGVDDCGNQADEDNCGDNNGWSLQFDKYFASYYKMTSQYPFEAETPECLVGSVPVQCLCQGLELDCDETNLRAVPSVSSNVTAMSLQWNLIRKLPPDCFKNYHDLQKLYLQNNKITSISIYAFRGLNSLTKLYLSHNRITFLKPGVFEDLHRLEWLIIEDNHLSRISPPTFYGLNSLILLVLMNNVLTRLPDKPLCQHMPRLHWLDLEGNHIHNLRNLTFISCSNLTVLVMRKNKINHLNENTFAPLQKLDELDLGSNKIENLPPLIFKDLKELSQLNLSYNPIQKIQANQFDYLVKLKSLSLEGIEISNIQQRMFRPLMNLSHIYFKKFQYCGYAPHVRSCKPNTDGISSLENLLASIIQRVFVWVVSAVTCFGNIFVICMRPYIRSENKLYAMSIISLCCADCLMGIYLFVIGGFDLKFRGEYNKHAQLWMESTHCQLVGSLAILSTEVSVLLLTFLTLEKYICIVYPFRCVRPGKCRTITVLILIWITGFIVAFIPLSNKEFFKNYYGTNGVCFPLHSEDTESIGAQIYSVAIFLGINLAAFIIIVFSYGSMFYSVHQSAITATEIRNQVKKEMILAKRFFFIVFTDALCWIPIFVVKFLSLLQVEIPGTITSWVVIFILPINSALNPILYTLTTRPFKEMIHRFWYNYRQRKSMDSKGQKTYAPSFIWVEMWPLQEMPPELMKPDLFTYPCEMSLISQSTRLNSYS
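HEK293 cells stably expressing RXFP1, treated 30 min at 37C with compounds plus PDE4 inhibitor Ro 20174; cAMP measured by HTRF TR-FRET. Normalized to buffer and 29 nM porcine relaxin; EC50 by Hill fit.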
rTrxR1 inhibitor – rat TrxR1 inhibition. Potency, µM (doses to about 114 µM), without a hit: at the top dose activity change, negative = inhibition, most hits filed as inhibitors. O89049. hit rate 1% among 390,000. recombinant rTrxR1, NADPH fluorescence consumption, selenite substrate; further: on the % scale 0 is the no-effect control and ±100 the full control effect; nearly all actives have a fitted effect of over 65% in size
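Rat TrxR1 (90 nM in the dispensed reagent) was pre-reduced with 400 uM NADPH for 5 min at room temperature, then incubated with compound for 15 min. After 400 uM selenite was added, NADPH fluorescence (Ex 340/Em 450 nm) was followed for 8 min.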
TrxR1 substrate – rat thioredoxin reductase 1 substrate activity; Potency, µM (titrated, usually from 114 µM), inactives show at the top dose activity change, negative = substrate turnover; O89049; purified TrxR1 substrate turnover, NADPH consumption readout; AID 588456; hit rate 0.01% among 390,000; further: on the % scale 0 is the no-effect control and ±100 the full control effect; nearly all actives have a fitted effect of over 50% in size
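Rat TrxR1, dispensed at 90 nM, was prereduced with 400 uM NADPH (final) for 5 min at ~22 deg C, then incubated with compound 15 min before 400 uM selenite. A first-read NADPH fluorescence drop versus no-compound background flagged substrates.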
Vif-APOBEC3F blk – Vif-A3F binding inhibition; HeLa A3F-eYFP + Vif (tagged APOBEC3F with the HIV-1 protein that degrades it), YFP fluorescence increase; Potency, µM (top dose mostly 46.1 µM), inactives show at the highest dose activity, negative = active; hit rate 0.2% among 390,000; further: % of control where 0% means no effect; nearly all actives have a fitted effect of over 65% in size
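HeLa cells stably expressing A3F-eYFP plus Vif, plated and incubated overnight at 37 deg C, then exposed to compounds overnight at 37 deg C. Blocked degradation read as raised yellow fluorescence (Ex 488/Em 500-530).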
ALOX12 inh – blocks human arachidonate 12S-lipoxygenase. P18054. purified 12hLO, xylenol orange hydroperoxide absorbance. Potency, µM (series often up to 108 µM), inactives show at the highest dose activity change, negative = inhibition, actives largely listed as inhibitors. hit rate 1.1% among 580,000. AID 1671190; further: on the % scale 0 is the no-effect control and ±100 the full control effect
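Purified human 12hLO at 150 nM in 25 mM Hepes, 0.01% Triton X-100, pH 7.0, preincubated 15 min at room temperature with compound. Reaction started with 40 uM arachidonic acid, 30 min at room temperature. Hydroperoxide measured by Fe-xylenol orange, 573/405 nm absorbance ratio.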
RGS4 inh – inhibitors of human regulator of G protein signaling 4; P49798; Transcreener GDP fluorescence polarization, RGS4-accelerated GTP hydrolysis; Potency, µM (doses to about 114 µM), inactives show at the highest dose activity change, negative = inhibition, hits mostly inhibitors; hit rate 0.039% among 390,000; AID 504845; further: on the % scale 0 is the no-effect control and ±100 the full control effect; nearly all actives have a fitted effect of over 75% in size; some results filed as inactive show a strong effect at the top dose
Target sequence (P49798 whole entry, looked up): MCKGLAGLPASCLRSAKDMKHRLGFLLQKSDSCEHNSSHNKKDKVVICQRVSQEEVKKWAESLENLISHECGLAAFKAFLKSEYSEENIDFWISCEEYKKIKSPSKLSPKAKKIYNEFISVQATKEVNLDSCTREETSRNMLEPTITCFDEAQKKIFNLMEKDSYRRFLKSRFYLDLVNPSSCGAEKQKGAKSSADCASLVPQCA
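MLSMR compounds (23 nl, pin-transferred) preincubated 10 min at room temperature with a 500nM (2x) first reagent, then RGS4 at 900nM (2x) plus Transcreener GDP mix added; fluorescence polarization (620/688 nm) read before and after 90 min at 30 °C.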
Starred values were filed as active, the others as inactive; ? = inconclusive; · = no result given; & = joins results of further samples; [ ] = remark or other dose. The call rests on the fitted dose curve; in most records, active means well fitted curve in the direction sought with a large enough effect; inconclusive means small, poorly fitted or top-dose-only effect, or another doubt; inactive means no such curve, though single readings can be large; an effect the other way counts as inactive or inconclusive. Potency means the concentration at half of the fitted maximal effect.

SMILES | mIDH1 inhibitor | USP1 inh | Vif-APOBEC3G blk | RXFP1 ag | rTrxR1 inhibitor | TrxR1 substrate | Vif-APOBEC3F blk | ALOX12 inh | RGS4 inh
CCN(CC(=O)Nc1ccc(C(=O)Nc2ccc(OC)cc2)cc1)Cc1nc2ccccc2c(=O)[nH]1 | 1.7% | -16.2% | -8.9% | 1.1% | 32.3% | 7.6% | -20.7% | 0.3% | 13.4%
COC(=O)c1ccc(N2CCOCC2)c(NC(=O)c2cccnc2)c1 | 6.2% | -6.6% | -8.3% | 8.9% | -5.8% | -3.6% | -20.9% | -0.2% | -14.3%
CCN(CCCNC(=O)COc1cc(=O)n(C)c2ccccc12)c1ccccc1 | 20.0% | -18.2% | -2.0% | -1.0% | -9.6% | -6.9% | -0.3% | -24.3% | -10.7%
Cc1ccc(CNC(=O)c2ccc(Br)o2)cc1 | 2.4% | -4.9% | -2.3% | 2.7% | 10.6% | 10.3%[57.1 µM] | -5.1% | 25.2% | -9.5%
CC(=O)NCCC(=O)Nc1nc(C)c(Cc2ccc3c(c2)OCO3)s1 | 8.8% | -22.3% | 0.3% | 3.7% | 20.4% | 3.5% | -1.5% | -15.1% | -23.5%
CCN(C[C@H]1N[C@@](CC)(C(=O)OC)[C@H]2C(=O)N(Cc3ccccc3)C(=O)[C@@H]12)C(=O)Nc1ccc(OC)cc1 | -6.0% | -7.0% | -0.9% | · | 12.5% | 1.2% | 3.4% | -13.5% | -1.7%
Cc1ccc(NC(=O)CSc2nc(=O)n(CCN(C)C)c3c2CCCC3)cc1Cl | 2.0% | -2.6% | -2.2% | 0.7% | 7.5% | -2.2% | -18.5% | 2.9% | 20.0%
Cn1c(N)c(C(=O)COC(=O)CNS(=O)(=O)c2cccc(Cl)c2)c(=O)n(C)c1=O | -2.6% | -3.5% | 0.2% | 11.5% | -9.1% | -9.3% | -2.6% | -13.8% | 14.5%
COc1ccc(NC(=O)N(C2CCCCC2)C2CCN(C(C)C)CC2)c(OC)c1 | 2.4% | -8.9% | -1.0% | -0.3% | 7.1% | -3.2% | 2.9% | 6.9% | -11.0%
CCCC(=O)Nc1ccc(-c2nc3ncccc3o2)cc1C | -12.2% | -9.3% | -2.5% | 5.8% | -22.5% | 313.7%[activator] | 4.0% | -18.4% | 4.7%
COC(=O)C(=N/Nc1ccccc1C(=O)OC)/C(C)=N/O | 8.8% | -6.8% | -3.7% | 0.4% | -12.1%[57.1 µM] | -6.0%[57.1 µM] | -4.8% | ? | -14.8%
Cc1cc(C)cc(NC(=O)C2CCCN(S(=O)(=O)c3ccc4[nH]c(=O)ccc4c3)C2)c1 (stereo not given) | 9.5% | -5.6% | -2.1% | 29.8% | 13.6% | 5.8% | -0.5% | 150.5%[activator] | -7.0%
O=C(N/N=C/c1ccccc1Br)c1ccc(CSc2cccc3cccnc23)cc1 | 0.4% | -22.9% | -1.3% | -1.2% | 20.8% | 23.9% | -1.9% | 0.0% | -6.9%
Cc1ccc(C(OCC(O)CNC(CO)C(O)c2ccc([N+](=O)[O-])cc2)c2ccccc2)cc1 (stereo not given) | -6.3% | ? | 0.9% | -1.6% | 9.8% | -3.2% | 9.3% | ? | -1.8%
O=C(CNC(c1ccccc1)c1ccccc1)Nc1ccc(F)cc1 | 0.4% | -15.2% | -11.2% | -3.1% | 12.5% | 5.2%[57.1 µM] | 20.2% | 0.0% | -19.5%
COc1ccc(Br)cc1C(=O)NC(=S)Nc1cc(-c2nc3ccccc3[nH]2)ccc1C | -6.2% | -10.1% | -6.3% | 1.0% | 9.4%[57.1 µM] | -8.3% | 5.7% | -15.4% | -32.7%
COc1cccc2c1OCC/C2=N\NC(=O)COc1ccccc1C | 1.8% | 2.8% | 2.3% | 0.2% | -14.3% | -13.0% | -5.0% | 14.1% | 14.4%
COc1ccccc1OCC(=O)NC1CCCc2ccccc21 (stereo not given) | 2.3% | -5.2% | 0.5% | -0.1% | 22.2% | 8.9% | -12.4% | -20.0% | -0.3%
CC(OC(=O)c1cc(=O)c2ccccc2o1)C(=O)c1ccccc1 (stereo not given) | 9.7% | -17.0% | 2.8% | 1.4% | 22.1% | 1.1% | -1.3% | -5.6%&-1.7% | 5.8%
CN(C)C(=O)c1cc(C(=O)c2ccc(F)cc2Cl)c[nH]1 | 1.9% | -9.4% | 1.9% | 3.7% | 4.9% | -6.3% | -2.2% | ? | 11.4%[56.9 µM]
Cc1ccsc1/C=N/NC(=O)c1nnn(-c2nonc2N)c1CSc1ccccc1 | -17.0% | -26.3% | -2.9% | -0.9% | 25.3% | 11.0% | 1.0% | 22.1% | -16.4%[56.9 µM]
Cc1ccc(NC(=O)CN(C)S(=O)(=O)c2ccc3nc(C)sc3c2)c(C)c1 | · | ? | · | 21.9% | 9.6% | 1.4% | · | -26.0% | 7.8%
Cn1c(=O)c2c(nc(NCCc3ccccc3)n2Cc2ccccc2)n(C)c1=O | 5.2% | -7.7% | -0.2% | 2.1% | 12.4% | 2.9% | -2.9% | -16.5% | -15.7%
COc1ccc(OC)c(C(C)NC(=O)C(C)n2cc([N+](=O)[O-])cn2)c1 (stereo not given) | -4.3% | -20.8% | -0.8% | 0.5% | 21.5% | 0.4% | 4.3% | 0.7% | -13.9%
COc1ccc(CNC(=O)C2CCN(S(=O)(=O)c3ccc4c(c3)C(C)(C)C(=O)N4C)CC2)cc1 | -15.3% | -15.9% | 0.8% | 2.7% | -4.3% | -7.1% | 0.5% | 35.2% | -11.0%
O=C(COC(=O)c1ccc(F)cc1F)Nc1ccc2[nH]c(=O)[nH]c2c1 | -7.4% | -11.6% | -1.7% | 0.2% | 13.9% | 2.8% | 3.1% | -0.4% | 4.5%
COCc1ccc(C(=O)N2CCCC(C(=O)c3ccc(SC)cc3)C2)s1 (stereo not given) | 3.7% | -0.8% | 0.2% | -2.6% | 1.4% | -15.8% | -24.2% | -4.3% | 2.8%
Cc1ccc(-c2nc3ccc(Br)cn3c2CC(C)(C)C)cc1 | 10.8% | -2.0% | -0.5% | · | · | · | 4.6% | ? | ·
CCOC(=O)c1ccccc1-n1nnnc1C | -0.1% | -10.2% | 0.2% | -2.8% | 1.4%[57.1 µM] | 8.2%[57.1 µM] | 2.1% | 0.0% | 13.2%
CCC(CO)Oc1cc(NCc2ccc(C)cc2)c2ncn(C(C)C)c2c1 (stereo not given) | 6.7% | ? | -4.0% | · | ? | -6.1% | 0.6% | 5.3% | -39.4%
CCN(CC)C(=O)CSc1nc(-c2ccccc2F)nc2c1Cc1c(CO)cnc(C)c1O2 | 3.3% | -3.5% | 6.4% | 3.9% | -30.5% | 1.2% | -6.1% | -22.0% | -31.0%
O=S(=O)(Nc1nc2c(s1)CCCC2)c1ccc(F)cc1 | 8.8% | -17.4% | 0.7% | -2.7% | 3.0%[57.1 µM] | 5.1%[57.1 µM] | -2.0% | 16.1% | -15.4%
COc1ccc(OC)c(C2=NS(=O)(=O)N(C)C(C(=O)Nc3ccc(C(C)=O)cc3)=C2)c1 | -2.5%&-2.5% | ? | 1.1%&1.8% | 3.5%&-2.2% | 3.2%&20.6% | -11.1%&4.1% | 4.4%&1.3% | -21.3%&-1.6% | -21.9%[56.9 µM]
CCOc1ccccc1C(=O)Nc1ccc(C(=O)c2ccccc2)cc1 | 4.6% | -1.7% | -13.3% | 4.1% | 0.3% | -11.8% | -12.2% | -3.6% | 18.6%
Cc1[nH]n(C(N)=S)c(=O)c1N=Nc1ccc(Br)cc1 | -2.0% | 0.8% | 1.5% | 1.5% | 14.5% | -0.8% | -6.1% | -10.9% | 5.1%
C=CCn1c(SC(C)C(=O)NCC2CCCO2)nnc1-c1ccc(OC)cc1 (stereo not given) | -11.0% | -23.6% | 0.7% | · | 16.3% | 3.3% | -0.7% | 14.2% | -0.2%
O=Nc1[nH]c(=O)c(/C=C(\O)c2ccccc2)nc1NO | 1.7% | -3.4% | ? | 3.9% | -7.6%[57.1 µM] | -9.6% | -7.7% | ? | -6.2%
COc1ccc(CCC(=O)OCC(=O)c2ccc[nH]2)cc1OC | 2.5% | -16.6% | -1.0% | · | 2.2% | -0.7% | 6.0% | 377.4%[activator] | -15.7%
CC(=O)c1ccc(NC(=O)C2CCC(CNS(=O)(=O)c3cccs3)CC2)cc1 (stereo not given) | -2.5% | -26.9% | 3.7% | 2.0% | 11.5% | -1.8% | -0.1% | -24.4% | -23.5%
O=C(/C=C/c1ccc([N+](=O)[O-])cc1)OCc1cnc(-c2ccccc2)o1 | 1.7% | -16.2% | -4.7% | 3.5% | 14.9%[57.1 µM] | -10.7% | -5.8% | 0.3% | -16.1%

Some of the compounds tested, so the mix of outcomes need not match the whole.
